# Screening results (PubChem)
# sEH act = soluble epoxide hydrolase (human) activation; activation, % at 2 µM; AID 717; purified human sEH enzymatic activity, activator screen; 91,000 compounds, 0.04% hits; in the data active = activation above about 37%; note: values of inactives mirror those of a sister screen read the other way
# PostGolgi ctrl = yeast control strain growth, post-Golgi counter-screen; efflux-deficient yeast background strain, growth absorbance A615, 16 h; inhibition, % at 10 µM; 98,000 compounds, 5% hits
# S1P2 agonist = agonists of human S1P2 receptor. S1P2-expressing cell line, agonist reporter read-out. activation, % at 4.5 µM. 97,000 compounds, 0.46% hits. O95136; in the data active = activation above about 16%;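 note: 0% = vehicle low control and 100% = maximal reference agonist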
# Target sequence (O95136 whole entry, looked up): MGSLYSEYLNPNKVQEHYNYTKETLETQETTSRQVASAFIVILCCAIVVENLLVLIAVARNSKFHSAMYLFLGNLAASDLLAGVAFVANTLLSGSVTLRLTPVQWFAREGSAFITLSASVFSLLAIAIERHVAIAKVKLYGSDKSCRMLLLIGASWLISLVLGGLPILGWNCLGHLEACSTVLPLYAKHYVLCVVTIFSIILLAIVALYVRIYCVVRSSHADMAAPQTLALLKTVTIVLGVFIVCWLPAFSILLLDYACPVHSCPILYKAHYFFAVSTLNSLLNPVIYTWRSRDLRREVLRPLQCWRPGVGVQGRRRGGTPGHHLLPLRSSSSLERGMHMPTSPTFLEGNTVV
# sEH inhibitor = soluble epoxide hydrolase (human) inhibition; AID 707; P34913; 91,000 compounds, 0.34% hits; inhibition, % at 2 µM; recombinant human sEH enzymatic activity assay; in the data active = inhibition above about 80%; note: values of inactives mirror those of a sister screen read the other way; many of its hits are not listed in these tables
# PostGolgi yeast = growth inhibition of a yeast mutant, post-Golgi transport screen; post-Golgi transport phenotypic cell assay; 98,000 compounds, 0.9% hits; AID 739; inhibition, % at 10 µM;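 note: yeast cells grown in 1536-well plates; yeast grown about 18 h at 30C before absorbance read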
# PLAP act = activates human placental alkaline phosphatase | purified PLAP enzyme, luminescent substrate read-out; stronger effect = higher value | activation fold at 20 µM | 96,000 compounds, 1.2% hits | AID 696; in the data active = activation fold above about 2
# CD11b adhes inh = inhibitors of human CD11b/CD18 binding to fibrinogen; K562 CD11b/CD18 adhesion to fibrinogen, ATPlite luminescence; Mn2+ added to activate the integrin; inhibition, % at 10 µM; 93,000 compounds, 0.54% hits; AID 1497;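 active = primary inhibition of 50% or more at 10 µM, then 40% or more on retest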; note: some results filed as inactive read as strong as hits
# Target sequence (P05107 whole entry, looked up, other chains not shown): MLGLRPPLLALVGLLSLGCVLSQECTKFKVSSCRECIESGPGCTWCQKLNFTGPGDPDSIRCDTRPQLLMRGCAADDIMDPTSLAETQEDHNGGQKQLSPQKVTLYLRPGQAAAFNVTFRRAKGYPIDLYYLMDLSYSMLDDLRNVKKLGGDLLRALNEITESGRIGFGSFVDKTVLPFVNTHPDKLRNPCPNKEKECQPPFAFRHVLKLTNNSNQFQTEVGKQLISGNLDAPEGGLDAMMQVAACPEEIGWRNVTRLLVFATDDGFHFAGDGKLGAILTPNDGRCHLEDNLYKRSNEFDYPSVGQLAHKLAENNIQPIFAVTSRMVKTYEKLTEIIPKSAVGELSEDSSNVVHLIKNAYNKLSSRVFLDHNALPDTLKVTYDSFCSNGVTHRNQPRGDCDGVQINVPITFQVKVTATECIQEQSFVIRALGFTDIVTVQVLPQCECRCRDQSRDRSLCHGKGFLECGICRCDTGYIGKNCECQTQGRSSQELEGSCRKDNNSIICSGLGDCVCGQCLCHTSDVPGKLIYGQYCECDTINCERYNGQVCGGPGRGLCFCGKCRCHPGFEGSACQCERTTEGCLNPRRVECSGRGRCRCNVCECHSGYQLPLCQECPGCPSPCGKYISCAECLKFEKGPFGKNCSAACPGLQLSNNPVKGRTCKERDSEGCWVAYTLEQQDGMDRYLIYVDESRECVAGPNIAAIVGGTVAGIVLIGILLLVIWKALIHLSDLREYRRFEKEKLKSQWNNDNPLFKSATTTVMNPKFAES
# S1P2 blocker = antagonists of human S1P2 receptor. O95136. cell-based S1P2 antagonist assay, inhibition at 5 uM. inhibition, % at 5 µM. 97,000 compounds, 0.21% hits. AID 736; in the data active = inhibition above about 45%;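 note: CRE beta-lactamase reporter cells expressing human S1P2 stimulated with S1P; 0% = agonist at EC80 alone and 100% = agonist plus reference antagonist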
# Ecoli WT expand = blocks growth of wild type E. coli BW25113; OD600 absorbance; growth inhibition, % at 100 µM; 98,000 compounds, 0.15% hits;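 active = growth inhibition above about 50% at one test dose, limit read from the data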;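 note: growth measured after 20 h incubation at 37 °C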
# * hit, by the source's call; · = no result given. Cut-off read from the data, not from the text of the source, unless noted: active = inhibition above about 30%; inactive = the rest.
SMILES,sEH act,PostGolgi ctrl,S1P2 agonist,sEH inhibitor,PostGolgi yeast,PLAP act,CD11b adhes inh,S1P2 blocker,Ecoli WT expand
OC(Cc1ccccc1)(c1ccccc1)C1CN2CCC1CC2 (centres undefined),1.2,-0.6,-1.7,1.5,8.3,1.1,4.9,-0.1,2.0
CN1CCC(OC(=O)C2c3ccccc3Oc3ccccc32)CC1,7.9,10.6,-2.2,-5.0,-38.0,1.4,1.4,1.5,11.0
O=C(C1CCC(=O)N1Cc1ccc(F)cc1)N1CCC2(CC1)OCCO2 (centres undefined),20.8,11.3,-7.3,-24.0,5.0,1.1,12.6,13.1,2.0
O=c1cccc2n1CC1CC2CN(Cc2ccc3c(c2)OCO3)C1 (centres undefined),·,·,-0.5,·,·,1,-3.9,13.4,·
CC(C)Oc1cc(-n2c(=S)[nH]c3ccccc3c2=O)c(Cl)cc1Cl,-7.9,27.7,-3.0,10.0,21.3,1.3,·,-16.4,-8.0
Cc1ccccc1N1C(=O)CC(=O)NC1=O,-18.9,9.9,0.5,20.0,6.0,1,6.1,3.6,1.0
O=C1CC(N2CCC(n3c(=O)[nH]c4ccccc43)CC2)C(=O)N1Cc1ccccc1 (centres undefined),-3.8,4.8,-5.2,6.5,-2.7,1.6,-3.3,-30.8,-3.0
CCCCn1c(O)c(C(C)=NCCN2CCCCC2)c(=O)[nH]c1=O,19.2,5.5,-6.1,-17.4,-7.3,0.9,-4.8,6.3,7.0
N/C(=N\[N+](=O)[O-])N/N=C/c1ccc(O)cc1,8.7,9.6,-3.2,-8.5,-20.7,0.9,·,3.0,10.0
O=C(Cc1ccccc1)OCn1nnc2ccccc2c1=O,0.5,·,-8.5,2.1,·,·,·,0.0,·
Cc1ccc(C2CC(=O)C(C=NCCN3CCN(C(=O)Cc4ccccc4)CC3)=C(O)C2)cc1 (centres undefined),-4.7,3.7,-4.9,3.7,-0.1,1.3,·,-3.9,4.0
COc1ccc(-n2c(O)c(C=NCCCn3ccnc3)c(=O)[nH]c2=O)cc1,2.6,10.6,-3.5,-0.6,-0.3,0.9,-15.8,-10.2,-3.0
COC(=O)CN1C(=O)C2(C(C(=O)OC)=C(N)Oc3ccccc32)C2=C1CC(C)(C)CC2=O (centres undefined),4.1,2.2,-2.9,-4.6,2.4,1.5,-39.3,-13.7,6.0
CCN(CC)c1ccc(CN2CC=C(c3ccc(F)cc3)CC2)cc1,-8.5,22.5,-3.2,10.3,60.4*,0.7,9.7,4.9,17.0
O=C(Cn1c(=O)c(C(F)(F)F)nc2ccccc21)N1CCC2(CC1)OCCO2,·,14.4,-7.6,·,3.4,1,5.9,8.9,-3.0
CCOc1ccc(-n2c(O)c(C=NCCN(CC)CC)c(=O)[nH]c2=O)cc1,-12.1,36.3*,-3.0,11.4,-1.0,1,-9.9,-2.0,0.0
Cc1ccc(-n2nc(C)c3c2NC(=O)CSC3c2ccc3c(c2)OCO3)cc1 (centres undefined),·,0.0,·,·,1.3,1.4,-1.8,·,0.0
CN1CCN(c2ccc(C(N)=O)cc2N)CC1,-4.0,9.2,-5.3,3.5,0.3,1,-0.9,11.5,-4.0
Cc1ccccc1-n1c(O)c(C=Nc2ccc3c(c2)OCO3)c(=O)[nH]c1=O,-2.3,13.3,-3.3,1.8,9.0,1.1,2.1,-10.0,-2.0
CCOC(=O)c1c(C)n(Cc2ccccc2)c2ccc(OCC(O)CN3C(=O)CNC3=O)cc12 (centres undefined),-3.2,18.8,-0.5,5.7,3.3,1.2,-5.2,-13.1,-5.0

# Molecules from the list above that have sulfur (two):
SMILES,sEH act,PostGolgi ctrl,S1P2 agonist,sEH inhibitor,PostGolgi yeast,PLAP act,CD11b adhes inh,S1P2 blocker,Ecoli WT expand
CC(C)Oc1cc(-n2c(=S)[nH]c3ccccc3c2=O)c(Cl)cc1Cl,-7.9,27.7,-3.0,10.0,21.3,1.3,·,-16.4,-8.0
Cc1ccc(-n2nc(C)c3c2NC(=O)CSC3c2ccc3c(c2)OCO3)cc1 (centres undefined),·,0.0,·,·,1.3,1.4,-1.8,·,0.0

# Going on with the list.
SMILES,sEH act,PostGolgi ctrl,S1P2 agonist,sEH inhibitor,PostGolgi yeast,PLAP act,CD11b adhes inh,S1P2 blocker,Ecoli WT expand
COc1cccc(-c2cc(C(F)(F)F)n3nc(C(=O)N4CCC5(CC4)OCCO5)cc3n2)c1,-1.9,12.7,-6.0,2.0,23.1,1.4,-1.0,-21.1,-7.0
O=C(CSC1c2ccccc2-c2ccccc21)N/N=C/c1ccccc1O,-23.8,12.1,-5.7,24.9,4.4,1.4,35.8,-45.5,-3.0
CC1(C)C2CC=C(CN3CCOCC3)C1C2 (centres undefined),6.8,8.7,-1.0,-6.9,-0.8,1,-13.9,6.7,1.0
COc1ccc(P2(=O)Nc3ccccc3N2)cc1,·,11.1,-2.8,·,-10.7,1,·,5.0,8.0
O=P(OCC(F)(F)C(F)F)(N1CCOCC1)N1CCOCC1,-5.0,7.9,-8.0,8.1,-1.9,0.8,3.5,15.8,4.0
CC[N+](CC)(CC)CCCOC(=O)C(O)(c1ccccc1)C1CCCCC1 (centres undefined),13.8,-4.3,-6.4,-16.1,3.3,0.8,-3.9,-9.3,5.0
CCOC(=O)c1c(C)[nH]c(C(=O)C(Cc2ccccc2)N(C)C)c1C (centres undefined),-7.0,12.6,-3.2,6.8,9.7,1.5,8.9,-3.2,1.0
O=C1C2CCCN2C(c2cccs2)N1c1ccccn1 (centres undefined),·,-11.0,0.7,·,-0.2,1.1,9.7,0.0,10.0
CCC(C)N1C(=O)NC(=O)C2(Cc3cc(C)ccc3N(C)C2)C1=O (centres undefined),·,10.5,·,·,-4.4,1.6,-0.6,·,-9.0
O=C(CN1CCN(Cc2cccc(Cl)c2)C1=O)N1CCC2(CC1)OCCO2,-12.2,4.2,-2.9,11.3,-1.9,0.9,-3.7,8.5,0.0
c1ccc(C2CC3CC4(CCCC4)N2O3)cc1 (centres undefined),-6.1,0.8,-8.7,7.5,-1.9,0.9,-1.8,12.5,5.0
Oc1ccc(Cl)cc1CN1CCN(Cc2ccccc2)CC1,-2.3,3.9,-5.2,0.1,-1.9,0.8,4.2,14.9,20.0
CC(C)CCn1c(=O)c(C(=O)Nc2ccccc2S(N)(=O)=O)c(O)c2ccccc21,-9.4,21.8,-7.4,7.6,3.6,1.6,24.9,-3.6,-14.0
C=CCn1c(O)c(C=NCCN(C)C)c(=O)[nH]c1=O,6.7,8.6,-11.1,-6.7,3.7,1.1,3.5,19.3,-1.0
COc1ccccc1-n1c(O)c(C=NCc2ccc3c(c2)OCO3)c(=O)[nH]c1=O,9.8,2.0,-4.0,-11.1,0.5,1.7,10.0,10.8,-4.0
CN1CCN(CCC(C#N)(c2ccccc2)c2ccccc2)CC1,·,-0.7,-8.3,·,16.4,1.4,7.2,12.1,-2.0
COC(=O)CC1=C(C(=O)OC)C2(C(=O)N(C)c3ccccc32)C(C#N)=C(N)O1 (centres undefined),·,2.9,·,·,3.3,1,-15.7,·,-2.0
CCOC(=O)c1c(C)n(COCCO)c2ccc(O)cc12,-9.0,1.3,-1.2,7.6,2.4,1.1,12.0,-30.8,9.0
Cc1ccc2c(c1)C(c1ccccc1)NCC(=O)N2 (centres undefined),3.2,-1.2,-5.1,-4.5,2.4,1,-5.2,-9.2,-1.0
CC1CN(O)C2CCc3nonc3C12O (centres undefined),20.5,18.6,-1.8,-21.1,-3.0,1.2,6.1,3.4,4.0
CCC(=NCc1ccco1)c1c(O)n(-c2ccc(C)cc2)c(=O)[nH]c1=O,-1.8,12.0,-2.7,0.7,1.4,0.9,-14.1,11.9,5.0
CCC1(c2ccccc2)C(=O)N(C)C(=O)N(C)C1=O,15.9,3.4,0.5,-14.3,2.4,0.8,-12.1,-12.5,-6.0
Cc1ccc(OCC(=O)N2CCN(CC3CC4C=CC3C4)CC2)cc1 (centres undefined),7.6,16.0,-1.9,-7.9,-2.3,1.6,12.6,8.5,3.0
Nc1ccccc1N=Cc1c(O)n(CCC2=CCCCC2)c(=O)[nH]c1=O,-15.2,4.7,-2.5,15.4,1.0,1.7,6.8,0.6,-8.0
CCCOP(=O)(O)c1c([N+](=O)[O-])cc(C(F)(F)F)cc1[N+](=O)[O-] (tested in a mixture with another compound),-8.8,-0.5,-5.2,8.2,5.0,0.9,-2.5,8.6,1.0
CCOc1ccccc1N=C1SCCCN1C,·,-2.4,·,·,-0.2,1,3.0,·,-9.0
Nc1nnc(CCN2CCCCC2)s1,9.8,·,1.2,-15.9,·,·,·,11.4,·
CCOCCCn1c(N)c(C(=O)Nc2sc3c(c2C(=O)OC)CCCC3)c2nc3ccccc3nc21,-2.7,2.9,0.6,2.4,9.9,1.3,12.3,17.6,-1.0
CCN1CCC2(CCNC2)C1 (centres undefined),15.0,2.4,-5.4,-12.6,5.3,1,5.4,11.7,-3.0
CCCCP(=O)(O)c1ccccc1,-4.9,4.9,-1.4,5.0,-2.7,0.9,-6.9,-9.3,-1.0
FC(F)(F)C1=NC(C(F)(F)F)=NP(N2CCOCC2)(N2CCOCC2)=N1,·,1.4,·,·,-0.6,1.3,-1.7,·,9.0
CC(C)C(=O)N1CCN(CCN=Cc2c(O)n(C)c(=O)n(C)c2=O)CC1,2.3,-2.4,-8.1,-2.3,8.1,1.1,0.8,-1.0,-3.0
Cc1cccc(-n2c(C)nc3ccccc3c2=O)n1,0.0,·,4.2,1.2,·,·,·,-12.1,·
CC(=NCCCn1ccnc1)c1c(O)n(C)c(=O)n(C)c1=O,-5.8,5.2,-4.5,5.9,4.2,0.9,5.7,-4.0,4.0
Cc1nn(CCC#N)c2c1P(=S)(N1CCCC1)OC(c1ccc(F)cc1)=N2 (centres undefined),2.1,17.4,2.0,-2.5,-8.3,1.1,-0.2,-7.8,-20.0
CC(C(N)=O)N1CC(c2ccc(Cl)cc2)CC1=O (centres undefined),·,7.9,-3.0,·,5.2,0.9,3.5,2.7,0.0
O=C(O)C12C3CCCC1C32c1ccccc1 (centres undefined),-7.2,16.5,-6.5,8.5,7.0,0.9,-3.2,-3.8,-7.0
COc1ccc(CN2CCN(c3ccccc3)CC2)c(C)c1C,-1.9,3.5,-4.0,2.5,-0.5,0.9,1.6,21.5,1.0
O=C1NC(=O)C(C/C=C/c2ccccc2)C(=O)N1,·,0.5,·,·,-5.3,1.1,-6.6,·,9.0
CCCCSP1(=S)NCCCO1 (centres undefined),·,7.3,-0.8,·,0.9,1,-3.3,13.1,14.0
CNC(C(=O)c1ccccc1)C(OC(C)C)c1ccc(Cl)cc1 (centres undefined),-2.3,23.5,-3.9,2.0,4.8,1.5,·,1.8,12.0
CC1CCC/C=C/C2CC(O)CC2C(O)/C=C/C(=O)O1 (centres undefined),-4.9,-0.3,-0.9,5.2,-0.3,1.3,-30.3,4.2,-2.0
CCOC(=O)c1c(N)n(Cc2ccco2)c2nc3ccccc3nc12,0.1,47.1*,1.1,-0.5,10.9,1.2,-6.1,-16.6,7.0
CCC(=O)N1c2ccc(S(=O)(=O)CCC(=O)N3CCC4(CC3)OCCO4)cc2CC1C (centres undefined),·,-0.6,-3.5,·,-0.3,1.1,·,-0.1,0.0
Cc1ccc2c(c1)C1CN(C)CCC1N2C(=O)c1ccc(Br)o1 (centres undefined),-0.5,3.6,0.9,2.0,-2.5,1.6,-41.2,-2.0,0.0
CN1CCC(N(C)c2ncnc3ccc(Br)cc23)CC1,-4.2,12.3,-7.3,4.7,-2.7,1,-7.1,0.1,7.0
N#Cc1cc2c(nc1SCC(=O)Nc1ccc(Cl)cc1)C1CCN2CC1,·,5.4,-5.7,·,-0.7,0.9,7.3,14.7,-2.0
Cc1cc(OC(=O)c2ccco2)c2c3c(c(=O)oc2c1)CCCC3,16.4,17.9,-1.7,-19.2,18.2,1.1,0.0,-8.4,7.0
CC(=NCC1CCCO1)c1c(O)n(C)c(=O)n(C)c1=O (centres undefined),6.1,8.2,-6.7,-6.0,3.7,1,-8.3,10.9,-1.0
CCN1/C(=C\C=C\C2=[N+](CC)c3ccccc3C2(C)C)C(C)(C)c2ccccc21,5.5,96.0*,-5.0,-3.5,99.2*,0.4,97.2*,105.7*,55.0*
COC(=O)C(O)(c1c(C)[nH]c2ccccc12)C(F)(F)F (centres undefined),-2.7,2.8,-4.7,2.4,-8.5,1,·,19.9,3.0
CCCCn1c(=O)c(C(=O)NCc2ccncc2)c(O)c2ccccc21,-10.1,2.9,-5.4,8.4,-2.9,1.6,-7.4,0.6,11.0

# Only part of the results is shown; count on the stated rates, not on these rows.
